NCI-60 one-dose screen, 48 h, at 10 µM unless noted. Numbers give growth in % (100 = growth as untreated, 0 = no growth, -100 = all killed).
A498: A498 renal cancer cells; 5.4% of 76,000 active
OVCAR-3: OVCAR-3 ovarian cancer | 7% of 79,000 active | AID 1794787
TK-10: TK-10 renal cancer cells | 3.9% of 81,000 active | AID 1794769
OVCAR-5: OVCAR-5 ovarian cancer; 2.9% of 82,000 active
RXF 393: RXF 393 renal cancer cells; 6.9% of 77,000 active; AID 1794773
CAKI-1: CAKI-1 renal cancer; 4.7% of 75,000 active
ACHN: ACHN renal cancer. 4.9% of 81,000 active
OVCAR-8: OVCAR-8 ovarian cancer; 4.4% of 81,000 active; AID 1794782
* hit, by the source's call; . = no result given; & = joins results of further samples; [ ] = remark or other dose. How the source made its calls: active means growth percent below 10; inactive means the rest. This is a subset; count on the stated rates, not on these rows.

Order of results: A498	OVCAR-3	TK-10	OVCAR-5	RXF 393	CAKI-1	ACHN	OVCAR-8
[1] CCC(C)[C@H](NC(=O)[C@H](CC(=O)O)NC(=O)[C@@H](NC(=O)[C@@H](NC(=O)[C@H](Cc1c[nH]c2ccccc12)NC(=O)[C@H](Cc1cnc[nH]1)NC(=O)[C@@H](N)CO)C(C)(C)C)C1CCCCC1)C(=O)O (stereo partly drawn)
    131	100	91	106	118	93	106	105
[2] CC(c1ccccc1)N1CSc2nc3ccccc3n2C1 (stereo not drawn)
    115	105	110	111	.	91	104	.
[3] OCC1OC(n2cnc3c(SCc4ccccc4)nc(F)nc32)C(O)C1O (stereo not drawn)
    .	112	110	100	110	87	96	99
[4] CS(=O)(=O)Nc1cc(-c2ccc3ncnc(Nc4ccc(OCc5cccnc5)c(Cl)c4)c3c2)cnc1Cl
    -26*	-41*	-27*	12	1.0*	1.7*	32	8.8*
[5] NCCNC(=O)c1cccc(COc2ccccc2NC(=O)c2cc(Cl)c(Cl)[nH]2)c1
    81	109	94	97	93	82	100	92
[6] CS/C(N)=N/N
    97	111	124	115	131	104	105	98
[7] O=C1NC(=O)C(C(=O)Nc2ccc(Cl)cc2)c2ccccc21 (stereo not drawn)
    104	112	124	87	97	82	96	104
[8] COc1ccc(-c2nn(-c3cccc(Cl)c3)cc2/C=C2\C(=N)N(c3ccccc3)N=C2N)cc1
    75	39	81	40	85	-28*	21	42
[9] O=C(O)CCC(=O)c1ccc(Br)cc1
    117	111	122	106	120	101	102	103
[10] Brc1ccc(-c2ccccc2)cc1
    107	119	.	102	.	99	97	112
[11] COc1ccc(/C=C2\N=C(C)N(CCc3ccc(S(N)(=O)=O)cc3)C2=O)cc1
    102	105	109	107	88	76	104	97
[12] Cc1cc(C)c(N2C(=O)CC(Nc3cccc(Cl)c3Cl)C2=O)c(C)c1 (stereo not drawn)
    115	125	110	100	109	83	73	100
[13] CC1(C)O[C@@H]2[C@H]([C@H](O)CO)OC(=C(c3ccccc3)c3ccccc3)[C@@H]2O1
    .	134	116	90	.	103	119	101
[14] Cc1[nH]c(C2CC(c3cccs3)=NN2C(=O)C2CCC2)c(C)c1C(=O)NCC(F)(F)F (stereo not drawn)
    71	105	115	106	83	86	96	99
[15] C[C@@H]1CN2CN(c3ccc(C(=O)O)c(O)c3)CN3C2C2N(C[C@@H]3C)CN(c3ccc(C(=O)O)c(O)c3)CN21 (stereo partly drawn)
    112	108	112	112	106	90	104	103
[16] CNc1nc(NC)nc(NC)n1
    122	132	109	106	113	100	99	104
[17] CN(C)c1ccccc1/C=C1\Cc2c(Br)cccc2C1=O
    108	86	101	100	89	81	92	87
[18] O=c1[nH]c2ccccc2cc1-c1nnc(-c2ccccc2O)o1
    99	108	95	120	106	.	104	99
[19] CCCCCCCCCCCCCCNC(=O)Nc1ccc(Cl)c(Cl)c1
    97	15	41	65	24	11	9.1*	31
[20] CN(C)C(C(N)=O)c1ccccc1 (stereo not drawn)
    99	111	106	103	118	105	101	118
[21] COc1ccc(C(=O)c2cc(C(=O)/C=C/c3cn(C)c4ccc(OC)cc34)c3cc(C)ccn23)cc1
    92	114	109	95	109	91	94	99
[22] COC1C(CO)OC(OC2CC(C(C)C)C3(C)CCC4(C)C5C(=CCC4(C)C23)[C@@]23CC[C@H]4OC2O[C@@H]5CC3C4(C)C)C(O)C1O (stereo partly drawn)
    92	92	94	101	101	93	100	94
[23] O=C(Nc1cccc2ccccc12)N(c1ccccc1)c1ccccc1
    39	108	108	99	110	91	100	107
[24] C/C(=N/N)c1nnn(-c2ccc([N+](=O)[O-])cc2)c1C
    84	.	97	94	103	98	99	103
[25] Cc1ccc(NS(=O)(=O)c2cc(C)ccc2C)cc1
    39	3.6*	58	83	48	25	71	55
[26] Oc1ccc(C(c2ccccc2)c2ccccc2)c2ccccc12
    101	101	109	111	88	.	96	89
[27] CCCCN(CCCC)C(=O)CC
    98	113	114	106	128	109	112	112
[28] COc1cc(/C=C2\C(=O)N(c3c(Cl)cccc3Cl)c3ccccc32)cc(OC)c1OCCCn1c2ccccc2c(=O)c2ccccc21
    109	89	104	88	105	80	87	103
[29] Cc1ccc2c(c1)C(C)Cc1c(ncnc1-n1cnc3cc(C)ccc31)N2C (stereo not drawn)
    12	20	49	79	21	25	27	0.1*
[30] CN1CCN(CCCOc2cccc3nc(Nc4ccc(Cl)c(F)c4)ccc23)CC1
    55	70	88	59	54	56	10	85
[31] Cc1cc(C)c2c(=O)cc(C(=O)Nc3nonc3-c3ccc4c(c3)CCCC4)oc2c1
    86	96	97	99	120	93	102	98
[32] NC(Cc1ccccc1F)C(=O)O (stereo not drawn)
    116	130	122	.	113	116	.	113
[33] O=C1C(C2SC(=S)N(C3CCCC3)C2=O)SC(=S)N1C1CCCC1 (stereo not drawn)
    94	111	107	106	117	96	103	99
[34] Cc1cc(N=C2NC(=O)/C(=C/c3cccs3)S2)no1
    77	78	101	87	85	69	64	60
[35] COc1cccc(C=O)c1O
    105	95	94	92	.	93	100	105
[36] C#CCN1CC(=O)N2[C@@H](c3ccccc3)SC[C@H]2C1=O
    111	109	99	97	128	95	109	111
[37] CCOC(=O)c1c[nH]c(=S)[nH]c1=O
    104	104	92	112	136	95	114	103
[38] CC(=O)N1N=C(c2ccc(Oc3nnnn3-c3ccccc3)cc2)OC1c1ccc(Cl)cc1 (stereo not drawn)
    117	95	98	112	.	95	98	88
[39] CC[C@@H](C)[C@@H]1NC(=O)Nc2nc3ccccn3c2C1=O
    99	112	95	112	107	98	95	98
[40] COc1cc(-n2c(=O)n(-c3nc4ccc(F)cc4s3)c(=O)c3cccnc32)cc(OC)c1OC
    .	119	102	117	124	96	104	104

Values in list order from above.
ACHN for nos. 29 to 33: 27, 10, 102, ., 103
OVCAR-3 for nos. 29 to 33: 20, 70, 96, 130, 111

(list continues)
Order of results: A498	OVCAR-3	TK-10	OVCAR-5	RXF 393	CAKI-1	ACHN	OVCAR-8
[41] COc1ccc(Cn2ccc3c2-c2oncc2CCC3)cc1
    77	102	93	97	86	89	96	94
[42] Cc1c(C(N)=O)sc2ncnc(N)c12
    97	108	133	98	105	95	96	99
[43] CC1CCc2c(sc3nc(SCC(=O)c4cccc([N+](=O)[O-])c4)n(-c4ccccc4)c(=O)c23)C1 (stereo not drawn)
    115	111	72	94	100	12	31	39
[44] O=S(OCC1COS(=O)O1)OCC1COS(=O)O1 (stereo not drawn)
    78	113	105	102	100	106	103	105
[45] NC(=S)N/N=C/c1ccco1
    90	109	102	108	100	98	108	108
[46] COc1cc2nc(SCC(=O)Nc3cc(OC)c(OC)c(OC)c3)n(-c3ccccc3)c(=O)c2cc1OC
    73	88	100	103	99	93	92	60
[47] O=C(NC(Cc1ccccc1)C(=O)CCl)OCc1ccccc1 (stereo not drawn)
    99	76	85	92	.	48	72	.
[48] CC(c1ccccc1)C(OC(=O)c1cccc([N+](=O)[O-])c1C(=O)O)c1ccccc1 (stereo not drawn)
    117	109	107	105	125	98	109	111
[49] CSc1nc(N)c(CNc2ccccc2)c(=O)n1C
    113	108	.	98	97	78	87	98
[50] COc1ncc(-c2ccc3ncnc(Nc4cccc(Cl)c4)c3c2)cc1N(S(C)(=O)=O)S(C)(=O)=O
    50	55	5.9*	43	69	27	22	74
[51] CC(C(=O)c1ccccc1)[n+]1ccccc1 (stereo not drawn)
    81	116	97	103	108	.	106	101
[52] CC(=O)c1c(-c2ccc(Cl)cc2)nc2cc(C)ccn12
    62	107	92	89	114	88	99	.
[53] N#Cc1c(-c2ccc([N+](=O)[O-])cc2)cc(-c2c[nH]c3ccccc23)nc1-c1c[nH]c2ccccc12
    99	.	142	105	111	83	95	98
[54] C[n+]1ccccc1/C=C\c1ccccc1Cl
    109	106	101	122	100	96	117	103
[55] N#Cc1c(-c2ccc(Cl)cc2)nc(SCc2ccccc2)[nH]c1=O
    83	.	112	102	120	93	104	96
[56] CC(=O)c1cccc(N=NN(C)C)c1
    116	101	105	110	.	103	102	.
[57] Fc1ccc(-c2cnc3nonc3n2)c(F)c1
    81	81	121	97	111	96	95	102
[58] OCCc1ccccn1
    101	103	88	92	.	102	102	96
[59] CCCCCCCCCCCCC(CN(C)C)C(=O)c1ccccc1 (stereo not drawn)
    50	75	92	93	54	86	90	75
[60] Nc1ccc(Cl)cc1C(=O)c1ccc[nH]1
    98&107	101&107	93&96	102&104	89&111	98&87	104&99	92&111
[61] CC(=O)Nc1ccc(OC(=O)Oc2ccc(NC(C)=O)cc2)cc1
    133	106	94	106	88	96	98	94
[62] O=S(=O)(c1ccc(N=C2NN=C(c3c[nH]c4ccccc34)CS2)cc1)N1CCOCC1
    73	66	86	102	88	77	87	75
[63] CC1(C)C2CC=C(C3OC45CCCCC4C(C#N)(C(=N)O5)C3(C#N)C#N)C1C2 (stereo not drawn)
    101	114	115	119	119	102	99	.
[64] Cn1c(=O)cc(Cl)[nH]c1=O
    90	106	105	104	131	96	102	95
[65] O=C1Nc2ccccc2/C1=N/N1C(=O)CN(c2ccc(F)cc2)C1=O
    89	108	103	97	94	83	103	98
[66] CC(=O)c1ccc(Cl)s1
    95	111	101	106	127	104	103	105
[67] COC(=O)[C@H](CCCCNC(=O)OCc1ccccc1)NC(=O)[C@@H](NC(=O)Nc1cc(C(F)(F)F)cc(C(F)(F)F)c1)C(C)C
    -5.0*[100 µM]	-92*[100 µM]	-44*[100 µM]	42[100 µM]	-91*[100 µM]	-36*[100 µM]	-99*[100 µM]	-22*[100 µM]
[68] CCC(O)c1cnc(OCc2ccccc2)nc1OCc1ccccc1 (stereo not drawn)
    95	114	110	102	104	102	104	98
[69] O=C([O][Sn]([O]C(=O)c1ccccn1)([c]1ccccc1)[c]1ccccc1)c1ccccn1
    101	71	30	95	42	77	100	94
[70] N#CC(CCc1ccncc1)c1ccccc1 (stereo not drawn)
    93	112	92	116	114	95	96	97
[71] CCCCCCCCc1ccc(S(=O)(=O)Nc2ccc(CC)cc2C(=O)O)cc1
    104	113	104	117	109	89	96	95
[72] CCOC(=O)C(C#N)N=Nc1ccccc1 (stereo not drawn)
    88	111	102	92	101	101	116	107
[73] Cc1cc2nc3cc(C)c(N)cc3[n+](-c3ccccc3)c2cc1N
    86	26	94	103	92	97	89	41
[74] OCCC1(O)CCCCC1
    117	114	112	109	109	88	107	100
[75] COC(=O)c1cc(=O)n2c(sc3ccccc32)c1C#N
    93	105	.	88	116	104	89	109
[76] CC1CCN(C2=NC(=O)/C(=C\c3ccc(OCc4ccc([N+](=O)[O-])cc4)cc3)S2)CC1
    80	107	113	98	102	98	97	106
[77] C/C(=N\NC(N)=S)c1nnn(-c2ccc(S(N)(=O)=O)cc2)c1C
    104	107	104	101	116	93	104	110
[78] CC(=O)[C@@]1(O)CCC2C3C=C(Cl)C4=CC(=O)[C@@H]5CC5[C@]4(C)C3CC[C@@]21C (stereo partly drawn)
    89	112	114	98	123	85	95	95
[79] C[n+]1ccc(CCc2c[nH]c3ccccc23)cc1
    72	107	81	86	118	93	91	107
[80] OCn1nnc2ccccc21
    98	101	107	101	113	99	111	103

Overlap with the part before: 5 entries, followed by the next part.
Order of results: A498	OVCAR-3	TK-10	OVCAR-5	RXF 393	CAKI-1	ACHN	OVCAR-8
[76] CC1CCN(C2=NC(=O)/C(=C\c3ccc(OCc4ccc([N+](=O)[O-])cc4)cc3)S2)CC1
    80	107	113	98	102	98	97	106
[77] C/C(=N\NC(N)=S)c1nnn(-c2ccc(S(N)(=O)=O)cc2)c1C
    104	107	104	101	116	93	104	110
[78] CC(=O)[C@@]1(O)CCC2C3C=C(Cl)C4=CC(=O)[C@@H]5CC5[C@]4(C)C3CC[C@@]21C (stereo partly drawn)
    89	112	114	98	123	85	95	95
[79] C[n+]1ccc(CCc2c[nH]c3ccccc23)cc1
    72	107	81	86	118	93	91	107
[80] OCn1nnc2ccccc21
    98	101	107	101	113	99	111	103
[81] NCCNCC(O)c1ccccc1 (stereo not drawn)
    99	127	108	98	118	100	92	99
[82] CN(C)S(=O)(=O)c1ccc(-c2nc(C(Cl)Cl)nc3cc(-c4ccccc4)nn23)cc1
    106	93	101	90	84	73	43	61
[83] COc1ccccc1NCCCCOc1cc(O)c2c(=O)cc(-c3ccccc3)oc2c1
    99	110	89	132	101	84	105	97
[84] CCCC(C)c1cc(Cc2cc(Cl)cc(Cl)c2O)c(O)c(Cc2cc(Cl)cc(Cl)c2O)c1 (stereo not drawn)
    -30*	16	17	34	-10*	16	0.1*	15
[85] COc1ccc(C2NNC(=S)N2)cc1O (stereo not drawn)
    117	107	99	105	112	95	106	103
[86] COC1C(C(=O)O)OC(n2c3c(Cl)cccc3c3c4c(c5c6cccc(Cl)c6[nH]c5c32)C(=O)NC4=O)C(O)C1O (stereo not drawn)
    106	109	113	103	95	90	97	100
[87] COc1ccc(/C=C2\Cc3ccccc3C2=O)cc1
    .	100	83	105	100	74	107	91
[88] O=C(Nc1ccccc1)Nc1ccc(Oc2ncnc3sc4c(c23)CCCC4)cc1
    57	75	86	107	72	83	79	94
[89] O=C(CC(=O)Nc1ccc(Oc2ncnc3scc(Nc4n[nH]c(=S)s4)c23)cc1)Nc1ccc(F)cc1
    127	90	142	99	112	81	95	95
[90] O=CC(CO)CC(C=O)n1cnc2c(=O)[nH]cnc21 (stereo not drawn)
    132	120	105	110	125	89	104	95
[91] COC(=O)c1nnn(-c2ccccc2)c1CNC(=O)c1ccccc1C(=O)O
    106	114	89	105	108	106	111	98
[92] CC(C)(C)CC(C)(C)c1ccc(C(=O)O)cc1
    86	.	105	103	112	93	108	100

Given with tabs: entries from further up.
no.	compound	A498	OVCAR-3	TK-10	OVCAR-5	RXF 393	CAKI-1	ACHN	OVCAR-8
24	C/C(=N/N)c1nnn(-c2ccc([N+](=O)[O-])cc2)c1C	84	.	97	94	103	98	99	103
22	COC1C(CO)OC(OC2CC(C(C)C)C3(C)CCC4(C)C5C(=CCC4(C)C23)[C@@]23CC[C@H]4OC2O[C@@H]5CC3C4(C)C)C(O)C1O (stereo partly drawn)	92	92	94	101	101	93	100	94
23	O=C(Nc1cccc2ccccc12)N(c1ccccc1)c1ccccc1	39	108	108	99	110	91	100	107
17	CN(C)c1ccccc1/C=C1\Cc2c(Br)cccc2C1=O	108	86	101	100	89	81	92	87
